# D3 ag = activates the human D3 dopamine receptor. P35462. D3R DiscoveRx beta-arrestin cells, luminescence, 90 min. max activation, %. hit rate 0.58% among 410,000. AID 652048; in the data active means max activation above about 30%; further: 0% is about no effect; mostly tested at two doses, the higher about 12 µM
# Target sequence (P35462 whole entry, looked up): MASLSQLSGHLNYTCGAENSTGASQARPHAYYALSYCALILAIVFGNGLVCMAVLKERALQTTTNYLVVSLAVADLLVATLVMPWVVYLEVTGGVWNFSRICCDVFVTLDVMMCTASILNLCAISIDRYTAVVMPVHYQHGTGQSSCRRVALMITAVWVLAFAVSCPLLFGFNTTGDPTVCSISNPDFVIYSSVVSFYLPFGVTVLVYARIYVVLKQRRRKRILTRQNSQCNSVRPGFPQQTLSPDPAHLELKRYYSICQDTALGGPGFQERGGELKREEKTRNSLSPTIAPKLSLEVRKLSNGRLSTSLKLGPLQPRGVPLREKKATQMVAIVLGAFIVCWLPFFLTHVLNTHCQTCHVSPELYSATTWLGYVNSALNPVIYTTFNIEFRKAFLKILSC
#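 Cells at 1500/well, incubated overnight, then treated with pinned compounds (dopamine as control) for 90 min at 37 degrees C. DiscoveRx reagent added for 30 - 60 minutes at room temperature; luminescence read.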
# IL1B secr inh = blocks inflammasome-driven IL-1 beta release; hit rate 4.7% among 360,000; AID 743279; THP-1 LPS/ATP IL-1B secretion, AlphaLISA, 16 h; active compounds read low; activity change, % at 57.5 µM; in the data active means activity change below about -50%; inconclusive means mostly about -30% to -49%; further: on the % scale 0 is the no-effect control and ±100 the full control effect
#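 Secreted IL-1B measured by AlphaLISA bead assay after 16 h compound exposure of THP-1 cells; compounds (final up to 57.5 uM) added 1 h before LPS (250 ng/mL) and ATP (1.25 mM) stimulation; lower signal means less secretion.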
# MCF10A rerep = induces DNA re-replication in MCF 10a normal breast cells | hit rate 2.9% among 350,000 | Potency, µM (series often up to 46.1 µM), for the others: at the top dose activity, positive = re-replication, most hits filed as activators | MCF 10A DNA re-replication, Hoechst nuclear intensity, 48 h; further: potency means the concentration at half of the fitted maximal effect; % of control where 0% means no effect; nearly all actives have a fitted effect of over 50% in size
# SW480 rereplic = inducers of DNA re-replication in SW480 colon cancer cells; SW480 DNA re-replication, Hoechst DNA content imaging, 48 h; Potency, µM (series often up to 46.1 µM), inactives show top-dose re-replication activation, most hits filed as activators; hit rate 1.8% among 340,000; AID 624297; further: potency means the concentration at half of the fitted maximal effect; % of control where 0% means no effect; nearly all actives have a fitted effect of over 55% in size
#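 Image-based read-out: total Hoechst fluorescence of nuclei (405 nm excitation, 500-530 nm emission), with hits raising the fraction of high-intensity nuclei. SW480 colon cells incubated 48 hr with compounds at 37 C.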
# HT1080 IDH1KD tx = toxicity to HT-1080 IDH1 knockdown cells (counter line); Potency, µM (doses to about 46.1 µM), for the others: at the highest dose activity, negative = toxicity, actives largely listed as cytotoxic; hit rate 2% among 360,000; HT-1080 IDH1 knockdown viability, ATP luminescence, 48 h; AID 686971;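 further: potency means the concentration at half of the fitted maximal effect; 0% = DMSO wells and -100% = cell-free medium wells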
#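 CellTiter-Glo luminescence after 48 h compound exposure at 37 degrees C of IDH1-knockdown HT-1080 cells in 5% FBS RPMI. %Activity scaled between DMSO wells and cell-free media wells, with curves fitted and assigned curve classes.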
# HEK293 tox = cytotoxic in the GLP-1 receptor inverse agonist counter-screen; hit rate 0.13% among 410,000; Potency, µM (titrated, usually from 38.3 µM), for inactives: at the highest dose activity change, negative = inhibition, usual class: inhibitors; AID 624418; HEK293 cAMP-luciferase reporter cells, luminescence, 24 h;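 further: loss of luciferase light is scored as toxicity; potency means the concentration at half of the fitted maximal effect; on the % scale 0 is the no-effect control and ±100 the full control effect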
#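 Compound-treated cells are incubated 24 hr at 37 deg C under 5% CO2 after a 12 hour attachment period, then luciferase detection reagent is added and luminescence is measured following 12 min at room temperature; lowered signal indicates toxicity.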
# HT1080NT lethal = kills 2HG-producing HT-1080-NT fibrosarcoma cells | Potency, µM (doses to about 46.1 µM), for inactives: at the top dose activity, negative = less viability, hits mostly cytotoxic | HT-1080-NT fibrosarcoma viability, CellTiter-Glo ATP luminescence, 48 h | hit rate 1.6% among 360,000 | AID 686970;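 further: NT is the 2HG producing partner of a matched IDH1 knockdown line; potency means the concentration at half of the fitted maximal effect; 0% = DMSO-treated cells and -100% = media-only wells without cells; nearly all actives have a fitted effect of over 55% in size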
#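 Viability by CellTiter-Glo luminescence after 48 h compound exposure at 37C of HT-1080-NT cells (750/well, RPMI, 5% FBS). % activity scaled between DMSO wells and medium-only wells, then curve-fitted and categorized by curve class.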
# KB-3-1 tox = KB-3-1 parental cell cytotoxicity. hit rate 1.4% among 400,000. KB-3-1 viability, CellTiter-Glo ATP luminescence, 72 h. Potency, µM (doses to about 46.1 µM), for inactives: at the highest dose activity change, negative = cytotoxic, usual class: cytotoxic; further: potency means the concentration at half of the fitted maximal effect; on the % scale 0 is the no-effect control and ±100 the full control effect; nearly all actives have a fitted effect of over 60% in size
#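 Parental KB-3-1 adenocarcinoma cells in phenol-red-free DMEM with 10% FBS were pin-treated with compounds at several concentrations, incubated 72 h at 37 °C, and viability read by CellTiter-Glo luminescence; concentration-effect curves were fitted after normalization.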
# KB-V1 MDR tox = kills drug-selected multidrug resistant KB-V1 cells; KB-V1 MDR cells viability, CellTiter-Glo, 72 h; Potency, µM (top dose mostly 46.1 µM), inactives show top-dose activity change, negative = cytotoxicity, most hits filed as cytotoxic; hit rate 3.4% among 400,000; further: potency means the concentration at half of the fitted maximal effect; on the % scale 0 is the no-effect control and ±100 the full control effect; nearly all actives have a fitted effect of over 60% in size
#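 In this primary screen, KB-V1 cells overexpressing P-gp are incubated with library compounds (lowest to highest concentration) for 72 h at 37 degrees C before a luminescent ATP viability read.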
# * marks the source's active call; other numbers are inactive results; ? = inconclusive; nt = no result given; & = joins results of further samples; [ ] = dose if it differs, or a comment. Unless noted, the call rests on the fitted dose curve; in most records, active means well fitted curve in the direction sought with a large enough effect; inconclusive means small, poorly fitted or top-dose-only effect, or another doubt; inactive means no such curve, though single readings can be large; an effect the other way counts as inactive or inconclusive.
SMILES | D3 ag | IL1B secr inh | MCF10A rerep | SW480 rereplic | HT1080 IDH1KD tx | HEK293 tox | HT1080NT lethal | KB-3-1 tox | KB-V1 MDR tox
COCCCN1C(=O)N(c2ccccc2)C(=O)C1CC(=O)Nc1ccc(F)cc1 (stereo not drawn) | 2&-3 | 0 | 6% | 4% | 0% | -3%&22% | 0% | 2%&1% | 1%&5%
Fc1ccc(NCc2nnc(SCc3ccccc3)o2)cc1 | -2 | 8 | 6% | -1% | 4% | 6% | 2% | 10% | 0%
COc1ccc(NC(=O)CN2CCC(C(N)=O)(N3CCCCC3)CC2)cc1 | -30 | 2 | 13% | 1% | 18% | 2% | 3% | -24% | 1%
COc1ccc(C(=O)CCc2ccccc2)c(O)c1 | 1 | -24 | -1% | -3% | 5% | -1% | ? | 15% | ?
N/C(=N\OC(=O)c1ccc2c(c1)OCO2)c1ccc([N+](=O)[O-])cc1 | 2 | 0 | -6% | -1% | -1% | 26% | 0% | 10% | 16%
Cc1nn(Cc2ccc(F)cc2)c(C)c1NC(=O)c1cnn2c1NC(c1cccs1)CC2C(F)(F)F (stereo not drawn) | 8 | -1 | 9% | 3% | ? | 1% | -9% | -1% | 21µM*
CC(C)CNc1ncnc2c1ncn2[C@H]1CN(CCN2CCOCC2)C[C@@H](CO)O1 | 13 | 0 | nt | nt | 7% | 0% | 18% | 0% | 4%
Cc1ccc2[nH]c(CSc3nnc(NC(=O)COc4ccccc4Cl)s3)cc(=O)c2c1 | -6 | nt | nt | nt | nt | 2% | nt | 1% | 15%
O=C(N/N=C/c1ccccn1)c1cc(-c2ccccc2Cl)n[nH]1 | -11 | -2 | -3% | 10% | -24% | -9% | -1% | 3% | -20%
Cc1ccc(CN2C(=O)CCC2C(=O)NCc2ccco2)cc1 (stereo not drawn) | -3 | 6 | 0% | -2% | 0% | 3% | 0% | 4% | 0%
CNC(=S)NNC(=O)COc1ccc(C)c(C)c1 | 3 | -15 | 0% | 1% | 9% | ? | 1% | -4% | 2%
COc1cc(NC(=O)CNS(=O)(=O)c2cccs2)cc(OC)c1OC | 4 | nt | nt | nt | nt | 1% | nt | 8% | ?
CC(=O)Nc1ccccc1C(=O)C(=O)Nc1ccccc1 | 3 | 10 | 2% | -8% | 20% | 2% | 11% | 22% | 0%
CCN(CC)S(=O)(=O)c1ccc2c(c1)c(=O)c(C(=O)N1CCN(c3ccccn3)CC1)cn2C | 10 | 11 | -2% | -8% | 3% | 4% | 0% | 8% | 6%
Cc1ccc(NC(=O)COC(=O)CCc2c(C)nc3ncnn3c2C)cc1 | 32* | 6 | -2% | -4% | 17% | -6% | 4% | 5% | 12%
COc1cccc(NC(=O)CSc2nnc(CN3CCOCC3)n2C)c1 | -3 | -8 | 4% | 2% | 0% | -6% | 2% | 2% | -1%
CN(C)CCNC(=O)C1Cc2c(-c3ccccc3Oc3ccccc3)ccnc2O1 (stereo not drawn) | -20 | -22 | nt | nt | 23µM* | 5% | ? | 0% | -3%
C=CCOc1ccccc1CN1CCCC(CCC(=O)N(C)CCc2ccccn2)C1 (stereo not drawn) | -3 | 7 | ? | -7% | 2% | -4% | 1% | 4% | 1%
COC(=O)c1sccc1NS(=O)(=O)c1ccccc1 | -1 | 31 | 0% | -13% | 1% | -5% | 8% | -5% | 14%
O=C(CSc1nnc2n1CCCCC2)Nc1ccc(N2CCOCC2)cc1 | 6 | 1 | 0% | -2% | 16% | -20% | 20% | 3% | 15%
CCOC(=O)c1cc(NC(=O)N(C(C)C)C(C)C)c(C)nc1C | 0 | 19 | 0% | -1% | -1% | 13% | 0% | 4% | -1%
OC(CSc1nnnn1-c1ccccc1)Cn1c2ccccc2c2ccccc21 (stereo not drawn) | -5 | -22 | nt | nt | ? | -6% | -53% | ? | 21µM*
c1cncc(CSc2nnc3ccc(-c4cccs4)nn23)c1 | 2 | 16 | 4% | 1% | 5% | 1% | 5% | -1% | -12%
O=C(CC1CCCCC1)Nc1ncn[nH]1 | 3 | 3 | -3% | -3% | 5% | -9% | 10% | 17% | 0%
COc1ccc(S(=O)(=O)N2CCN(CCc3ccccc3)CC2)cc1 | -15 | 0 | -5% | ? | -6% | -5% | 3% | ? | ?

# In another format: entries from further up
SMILES: CCN(CC)S(=O)(=O)c1ccc2c(c1)c(=O)c(C(=O)N1CCN(c3ccccn3)CC1)cn2C
  D3 ag = 10 | IL1B secr inh = 11 | MCF10A rerep = -2% | SW480 rereplic = -8% | HT1080 IDH1KD tx = 3% | HEK293 tox = 4% | HT1080NT lethal = 0% | KB-3-1 tox = 8% | KB-V1 MDR tox = 6%
SMILES: COCCCN1C(=O)N(c2ccccc2)C(=O)C1CC(=O)Nc1ccc(F)cc1 (stereo not drawn)
  D3 ag = 2&-3 | IL1B secr inh = 0 | MCF10A rerep = 6% | SW480 rereplic = 4% | HT1080 IDH1KD tx = 0% | HEK293 tox = -3%&22% | HT1080NT lethal = 0% | KB-3-1 tox = 2%&1% | KB-V1 MDR tox = 1%&5%
SMILES: COc1ccc(S(=O)(=O)N2CCN(CCc3ccccc3)CC2)cc1
  D3 ag = -15 | IL1B secr inh = 0 | MCF10A rerep = -5% | SW480 rereplic = ? | HT1080 IDH1KD tx = -6% | HEK293 tox = -5% | HT1080NT lethal = 3% | KB-3-1 tox = ? | KB-V1 MDR tox = ?

# (cont.)
# Order of values: D3 ag | IL1B secr inh | MCF10A rerep | SW480 rereplic | HT1080 IDH1KD tx | HEK293 tox | HT1080NT lethal | KB-3-1 tox | KB-V1 MDR tox
COc1cccc(-c2[nH]c3c(c2-c2c(-n4cccc4)n(C)c(=O)[nH]c2=O)c(=O)[nH]c(=O)n3C)c1
  -5 | nt | nt | nt | nt | 7% | nt | 4% | 23%
CCCC[C@H](CC(=O)c1ccccc1)[C@@H](OC(C)=O)C(=O)Oc1c(C(C)C)cccc1C(C)C
  -7 | 16 | 37% | -4% | 9% | -25% | 12% | ? | -23%
Cc1cc(C(=O)N2CCN(S(C)(=O)=O)CC2)cs1
  -3 | 11 | -8% | -9% | 11% | 5% | -5% | 1% | 6%
O=C(Oc1ccc(-c2nnco2)cc1)c1ccc(F)c(S(=O)(=O)N2CCOCC2)c1
  -2 | 14 | 17% | 3% | 3% | 8% | 1% | 3% | -11%
Cc1c(NC(=O)CN2c3cccc4cccc(c34)S2(=O)=O)c(=O)n(-c2ccccc2)n1C
  -15 | -4 | 4% | -8% | 0% | -9% | 0% | -1% | 2%
CC(C)(C)NCCOCCOc1ccc(Cl)cc1C(C)(C)C
  -1 | -6 | 1% | 0% | -21% | -24% | -9% | -20% | -10%
Cc1cc(C)nc(NC(=O)c2ccc(C)c(C)c2)n1
  4 | 18 | -1% | -8% | 0% | -2% | 1% | 0% | 12%
O=C(NC(=S)Nc1ccc(-c2nc3ncccc3o2)cc1)c1ccccc1F
  1 | -17 | ? | 2% | 11% | -2% | 16% | ? | -24%
Cc1cccc(OCc2nnc(NC(=O)Cc3cccs3)s2)c1
  -1 | 25 | 18% | -1% | ? | 8% | ? | -6% | -25%
Cc1ccc(S(=O)(=O)N(C)C)cc1-n1c(SCC(=O)Nc2ccc(F)c(F)c2F)nc2ccccc2c1=O
  -1 | 18 | 17% | 7% | -8% | -25% | -13% | -4% | -18%
CC(OC(=O)/C=C/c1ccccc1)C(=O)Nc1ccc2c(c1)OCCO2 (stereo not drawn)
  0 | 20 | 2% | -9% | -1% | 2% | -2% | 2% | ?
O=C(Cn1ccc2ccccc2c1=O)NCC(=O)N1CCN(c2ccc(F)cc2)CC1
  0 | -1 | -8% | -12% | -2% | 1% | -4% | -1% | -5%
Cc1ccc(-n2ncc(C#N)c2/N=C/N(C)C)cc1
  -2 | -8 | 2% | -5% | 12% | -9% | 5% | 4% | -4%
COc1ccc(C2C(C(C)=O)=C(O)C(=O)N2C)c(OC)c1 (stereo not drawn)
  1 | -2 | -3% | -5% | -11% | 5% | 6% | 3% | 29%
COc1ccc(NS(=O)(=O)c2cn(C)nc2C)cc1
  6 | 12 | 1% | -1% | 13% | -7% | 15% | -2% | ?

# More structures.
# Order of values: D3 ag | IL1B secr inh | MCF10A rerep | SW480 rereplic | HT1080 IDH1KD tx | HEK293 tox | HT1080NT lethal | KB-3-1 tox | KB-V1 MDR tox
CCn1c(SCC(=O)N(C)c2c(N)n(Cc3ccccc3)c(=O)[nH]c2=O)nnc1-c1cccs1
  6 | -17 | nt | nt | 10% | -4% | 8% | -10% | 2%
COc1ccc(C(C)(O)c2nc(-c3ccc(N(C)C)cc3)cs2)cc1 (stereo not drawn)
  4 | -10 | nt | nt | ? | -2% | 12% | 0% | 3%
COC(=O)Nc1sc2c(c1C(=O)NC1CC1)CCCCCC2
  2 | 4 | ? | -6% | -9% | -1% | 5% | 7% | 23µM*
O=C(CSc1nnc(COc2ccccc2Cl)o1)Nc1ccccc1
  1 | -17 | -5% | -34% | 8% | -2% | 9%[9.24 µM] | 19% | 0%
CCOC(=O)c1ccc(-c2c(-c3ccc(OC)cc3)oc(=O)c3cc(OC)c(OC)cc23)cc1F
  0 | 15 | -3% | 19%[9.22 µM] | 11% | 2% | 10% | -4% | 0%
Cc1ccc(NS(=O)(=O)c2cccc(C(=O)O)c2)cc1S(=O)(=O)N1CCCCC1
  -7 | 0 | -1% | 0% | 19% | -17% | 9% | 11% | 0%
COC(=O)c1cc(S(=O)(=O)Nc2cccc(C)c2C)cn1C
  6 | 14 | -1% | 4% | -2% | -5% | 2% | 0% | 11%
Cc1cc(NC(=O)C2CC2)ncc1NC(=O)c1ccccn1
  2 | -28 | -5% | -1% | -1% | 0% | -1% | 14% | -2%
C/C(=N\NC(=O)C(O)(c1ccccc1)c1ccccc1)c1ccc(NC(=O)CCCC(=O)O)cc1
  -2 | 25 | -1% | -5% | -1% | 1% | 2% | -2% | ?
CC(=O)Nc1ccc(S(=O)(=O)O)c(OC(C)=O)c1
  -7 | 15 | -4% | 1% | 7% | 14% | 0% | 4% | -1%
